PRMT1 FP inh = PRMT1 (human) inhibition, primary screen | 370,000 tested, 1.3% active | Q99873 | recombinant PRMT1, activity-based probe fluorescence polarization | inhibition, % at 2.79 µM;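 active means inhibition above about 21% made by adding two undisclosed values, limit read from the data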
MBD2 inh = blocks human MBD2 binding to methylated DNA | Q9UBB5 | 370,000 tested, 0.31% active | inhibition, % at 4.4 µM | TR-FRET, MBD2 binding to methylated oligonucleotide; in the data active means inhibition above about 13%
Tn6 DDE FP = inhibitors of Tn6 peptide binding to human fibrin DD(E) | P02675 | Fibrin DD(E) TRITC-Tn6 fluorescence polarization displacement | inhibition, % at 8.3 µM | 370,000 tested, 0.21% active;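 active means inhibition above a per-campaign cutoff: mean of compounds within control limits plus 3 SD, cut at about 15% in these data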;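 further: 0% = median of all compound wells on the plate and 100% = blocking peptide control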
KLK7 zymogen act = activators of human kallikrein-7 zymogen | purified proKLK7, EDANS-DABCYL substrate fluorescence; 100% is mature enzyme control, 0% vehicle | activation, % at 7 µM | 370,000 tested, 0.9% active;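 active means activation above the mean of all tested compounds plus 3 SD, computed per campaign excluding outliers beyond control limits, cut at about 13% in these data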
Target sequence (P49862 whole entry, looked up): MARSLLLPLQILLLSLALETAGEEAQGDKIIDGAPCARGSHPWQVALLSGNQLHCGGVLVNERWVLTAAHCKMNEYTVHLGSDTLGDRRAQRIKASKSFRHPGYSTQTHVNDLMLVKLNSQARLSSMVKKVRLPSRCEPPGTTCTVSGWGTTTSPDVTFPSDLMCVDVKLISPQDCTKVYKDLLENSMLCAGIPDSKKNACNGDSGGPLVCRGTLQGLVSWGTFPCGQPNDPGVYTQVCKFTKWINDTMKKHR
DDE Tn7 FP inh = inhibitors of Tn7 peptide binding to human fibrin DD(E) | inhibition, % at 8.3 µM | P02675 | FP displacement of FITC-Tn7 peptide from fibrin DD(E); 0% = median of compound wells per plate | 370,000 tested, 0.13% active | AID 720508;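 active means inhibition above the mean of compounds falling within the control limits plus 3 SD of them, cut at about 14% in these data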;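 further: 0% = plate median of compound wells and 100% = 10 µM Aha-Tn7 peptide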
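Measure: % inhibition scaled between sample-field median and high-control FP; Test system: human fibrin DD(E); Quantity: 2 µM final DD(E) protein; Doses: one dose, 8.3 µM nominal; Schedule: compound with protein 10 min, then 3 h after probe, room temperature; Detection: fluorescence polarization; Medium: Tris buffer with calcium and detergent, pH 7.8.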
TDP2 inh = TDP2 (human) inhibition, absorbance primary screen. O95551. inhibition, % at 12.8 µM. recombinant TDP2, T5PNP hydrolysis, p-nitrophenol absorbance 415 nm. AID 720702. 370,000 tested, 0.34% active;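 active means inhibition above the mean of all tested compounds plus 3 SD, set per campaign, cut at about 25% in these data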;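 further: 0% = DMSO with enzyme and 100% = buffer with substrate but no TDP2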
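test system = human TDP2 enzyme | input = TDP2 enzyme at 120 nM final | medium = 50 mM Tris-HCl pH 7.5 with Mg2+, KCl, DTT, BSA | also added = T5PNP substrate, 5 mM | times = 2 h at 37 °C | technique = epi absorbance | benchmarks = high control without enzyme, low control DMSO plus TDP2 | replication = each compound tested once, singlicate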
SIAE inh = blocks human sialic acid acetylesterase | Q9HAT2 | SIAE FP-Rh probe binding, fluorescence polarization | inhibition, % at 9.66 µM | 370,000 tested, 0.69% active;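 active means inhibition above a cutoff: mean of compounds within the control limits plus 3 SD of those, cut at about 17% in these data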;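 further: 0% = plate median of compound wells and 100% = probe without SIAE protein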
TCR-CD3 inh = inhibitors of human TCR-CD3 interaction; 360,000 tested, 0.37% active; AID 651800; inhibition, % at 9.4 µM; TAMRA-labeled TCR probe fluorescence, biochemical; in the data active means inhibition above about 19%;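 further: recombinant mutant TCR 2C K166C tagged with TAMRA read by polarization; 0% = receptor in buffer alone and 100% = receptor with positive control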
LEDGF integ inh = blocks HIV-1 LEDGF/p75-dependent DNA integration; 370,000 tested, 0.64% active; AID 743269; inhibition, % at 3.7 µM; TR-FRET IN-LEDGF/p75 DNA integration, Eu/Cy5;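 active means inhibition above the screen-wide mean plus 3 SD, cut at about 13% in these data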;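 further: signal is the Cy5 over europium emission ratio at 671 and 618 nm; 0% = plate median of compound wells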
UHRF1 MBD2 ctr = human UHRF1 methylated DNA binding inhibitors; 370,000 tested, 0.75% active; inhibition, % at 4.4 µM; AID 687016; UHRF1 binding to methylated oligo, TR-FRET; Q96T88; in the data active means inhibition above about 21%;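 further: UHRF1 SRA domain binding a hemimethylated CpG hairpin DNA probe; 0% = median of test compound wells and 100% = reference inhibitor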
Target sequence (Q96T88 whole entry, looked up, the tested form may be a part): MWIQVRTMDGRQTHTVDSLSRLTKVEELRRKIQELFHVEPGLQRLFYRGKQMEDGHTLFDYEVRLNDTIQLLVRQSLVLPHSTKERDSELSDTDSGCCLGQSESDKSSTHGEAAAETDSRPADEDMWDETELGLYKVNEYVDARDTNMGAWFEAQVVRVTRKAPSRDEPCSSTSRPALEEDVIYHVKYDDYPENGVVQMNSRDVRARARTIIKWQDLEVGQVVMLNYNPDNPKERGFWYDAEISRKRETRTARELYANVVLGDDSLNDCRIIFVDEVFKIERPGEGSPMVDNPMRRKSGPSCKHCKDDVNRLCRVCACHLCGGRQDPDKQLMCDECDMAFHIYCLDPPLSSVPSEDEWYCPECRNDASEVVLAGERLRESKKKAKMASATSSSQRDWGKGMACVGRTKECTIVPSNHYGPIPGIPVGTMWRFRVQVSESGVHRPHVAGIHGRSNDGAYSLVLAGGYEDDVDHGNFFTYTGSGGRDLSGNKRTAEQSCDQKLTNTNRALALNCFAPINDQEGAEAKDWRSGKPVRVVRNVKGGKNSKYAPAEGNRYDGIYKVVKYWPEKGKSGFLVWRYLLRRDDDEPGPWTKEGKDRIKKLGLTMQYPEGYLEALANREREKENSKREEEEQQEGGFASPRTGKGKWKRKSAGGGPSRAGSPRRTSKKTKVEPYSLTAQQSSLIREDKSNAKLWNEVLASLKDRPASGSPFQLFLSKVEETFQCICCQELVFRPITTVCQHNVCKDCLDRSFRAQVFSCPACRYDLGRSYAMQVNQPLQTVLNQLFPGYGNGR
* hit, by the source's call; / = no result given.

SMILES	PRMT1 FP inh	MBD2 inh	Tn6 DDE FP	KLK7 zymogen act	DDE Tn7 FP inh	TDP2 inh	SIAE inh	TCR-CD3 inh	LEDGF integ inh	UHRF1 MBD2 ctr
COc1ccc(Cl)cc1NC(=O)CSc1nnc(C)c(=O)n1N	-1	3	0	-0.6	2	0	1	7	1	0
Cc1ccc(C(=O)CC2(O)C(=O)N(Cc3ccccc3)c3ccccc32)o1 (configuration not stated)	-1	-2	3	0.4	5	2	-4	1	1	-1
O=C(Cc1c[nH]c2ccccc12)Nc1nc2ccccc2[nH]1	0	-1	-3	-0.5	-4	-1	4	6	2	-1
COc1ccc(S(=O)(=O)CC2(O)CCN(C(=O)C(C)(C)C)CC2)cc1	3	8	2	-0.2	-5	17	-8	0	-2	0
O=C(c1cc(-c2cccc(O)c2)on1)N1CCCCC1	-3	-4	-1	-0.4	1	-3	-2	7	2	-1
Cc1ccc(C)c(Sc2ccc(NC(=O)CCN3C(=O)NC4(CCCC4)C3=O)cc2)c1	3	4	-1	1.0	2	-9	-16	-2	-3	0
CSCCC(NC(=O)c1ccccc1)C(=O)OCC(=O)N(C)CCC#N (configuration not stated)	0	0	3	0.4	3	-2	4	0	0	0
COc1cc(C)c(Cl)cc1S(=O)(=O)N(C)C	4	4	-3	0.2	4	-12	-7	-5	1	8
CCOc1cc2[nH]c(=O)n(Cc3cccc(OC)c3)c(=O)c2cc1OCC	-2	1	-3	0.1	-4	-1	0	1	-1	0
Cc1onc(-c2c(Cl)cccc2Cl)c1C(=O)NNC(=O)c1c(-c2c(Cl)cccc2Cl)noc1C	0	-5	-11	0.0	5	0	4	3	-2	-3
Cc1c(C(=O)NCc2ccc3c(c2)OCO3)sc2nc(-c3ccccc3)cn12	0	-7	-5	-0.6	1	4	-4	1	-1	0
Cc1nc(SCCC(=O)O)c2cc(-c3ccccc3)sc2n1	-5	0	-3	-0.1	-5	-18	0	-3	0	2
CCCCC(=O)Nc1ccc(C2C(=O)c3ccccc3C2=O)cc1	6	-2	3	-0.3	-2	-16	-13	-6	-7	1
COc1cc(/C=C(/C#N)C(=O)NCCCc2ccccc2)ccc1OCC(=O)O	-1	-2	-4	0.1	-3	3	7	1	4	-3
Cc1nn(Cc2ccccc2)c(C)c1NC(=O)CSc1nc(C2CC2)nc2c1cnn2-c1ccccc1	1	0	-9	0.2	1	-5	0	1	-3	5
COc1ccc(C(=O)Nc2ccc(NC(=O)c3ccco3)cc2)cc1	0	-1	1	7.6	1	3	-32	-5	4	-1
O=C(NCc1n[nH]c(=S)n1-c1ccc(Cl)c(Cl)c1)c1ccc(S(=O)(=O)N2CCCCC2)cc1	23*	-1	-1	-0.3	-5	0	4	-1	-3	1
CC1(C)C(c2cccs2)=[N+]([O-])C2(CCCCC/C2=N\O)N1O (configuration not stated)	-3	-1	10	0.7	6	8	15	8	-2	-1
Nc1nn2cc(-c3ccccc3)nc2c2ccccc12	-2	-1	-6	66*	-2	12	-8	-4	-1	0
CC(=O)C1=C(O)C(=O)N(C)C1c1ccccc1[N+](=O)[O-] (configuration not stated)	14	-5	-7	-1.4	-2	3	-3	-1	2	0
CCN(c1ccccc1C(=O)O)S(=O)(=O)c1ccc2[nH]c(=O)[nH]c2c1	1	4	5	0.2	-2	-1	0	1	-4	1
Nc1c(C(=O)c2ccccc2)oc2ccccc12	1	-4	-4	1.0	-1	1	-3	2	3	0
COc1cc([N+](=O)[O-])c2nc(C(=O)O)ccc2c1	3	-1	10	0.2	-6	8	6	0	-1	0
Cc1cccc(Cn2nc(-n3cccc3)c3c(C)cc(C)nc32)c1	-1	-1	2	-0.6	0	6	-2	-3	-4	0
Cn1c(=O)c2cc3ccc(Cl)cc3nc2n(C)c1=O	-2	-2	4	-0.8	-4	-11	4	11	1	-2

(cont.)
SMILES	PRMT1 FP inh	MBD2 inh	Tn6 DDE FP	KLK7 zymogen act	DDE Tn7 FP inh	TDP2 inh	SIAE inh	TCR-CD3 inh	LEDGF integ inh	UHRF1 MBD2 ctr
O=C(O)CCC(=O)N1CCc2cc(S(=O)(=O)N3CCN(c4ccc(F)cc4)CC3)ccc21	7	1	-2	0.2	1	9	-3	-11	-3	0
Cc1ccc(C(=O)N2CCC(C)CC2)cc1C	0	0	-1	-0.6	3	-9	-1	5	0	1
OC[C@H]1O[C@@H](c2nc3ccc(-c4nc(-c5cccs5)no4)cc3[nH]2)C[C@@H]1O	-3	3	-3	0.2	4	-8	-10	0	-2	-2
Cc1cccc(NC(=O)C2CCCCN2S(=O)(=O)c2ccccc2)c1C (configuration not stated)	-2	2	0	-0.3	0	4	8	3	2	-2
Cc1ccc(C(=O)Nc2oc(-c3ccccc3)cc2C#N)cc1	-1	-1	-2	1.0	8	-4	-1	0	-1	-1
COc1ccccc1C1CC(=O)Oc2cc(C)c(Cl)cc21 (configuration not stated)	3	2	-2	-0.7	3	6	-1	-3	-1	-1
COc1cc(OC)c(Nc2cc(C)nc3nc(C)nn23)cc1Cl	-7	-2	-8	-0.4	-5	2	4	0	0	-1
O=C(c1ccc2c(c1)OCCO2)C1CCN(S(=O)(=O)c2ccccc2F)CC1	0	-6	5	-0.8	-4	0	0	6	2	-1
CCOC(=O)N1CCC(NC(=O)c2ccc3c(=O)n4c(nc3c2)CCCC4)CC1	0	1	3	-0.6	-4	5	-1	4	3	-2
CCOC(=O)C1CCCN(c2c(C(=O)c3ccccc3)cnc3ccc(OC)cc23)C1 (configuration not stated)	-3	2	-7	0.5	3	-1	0	-2	7	0
Nc1nc2nc(-c3cccs3)cc(C(F)(F)F)n2n1	-7	-5	2	82*	-2	11	10	4	3	-4
CSc1ccc(Cl)c(C(=O)NNC(=O)c2csc(N3CCOCC3)n2)c1	2	6	5	-0.2	4	5	2	3	-3	1
O=C(CN1CCCCC1)NC(=O)NC1CCCCC1	6	2	6	-0.1	6	0	0	-5	-6	-1
CC(C)(C)c1ccc(C(=O)NC(=S)NNC(=O)COc2ccccc2)cc1	6	-5	0	-0.3	8	1	2	5	0	-2
COc1cccc(C(=O)Nc2ccc3[nH]c(=O)[nH]c3c2)c1OC	-5	4	-4	0.2	-9	-21	0	-6	-2	7
CCOc1ccc2nc(N(CCCN(C)C)C(=O)c3ccc(C(=O)c4ccccc4)cc3)sc2c1	-4	1	-8	0.3	0	-9	-2	1	-2	1
O=C(C[C@H]1C(=O)N(c2ccccc2)C[C@@H]1Cc1ccccc1)Nc1ccc(Br)cc1	0	0	-11	0.3	0	-5	-4	3	-1	1
CCOC(=O)C1CCCN(C(=O)c2cccnc2Oc2ccccc2)CC1 (configuration not stated)	3	-5	1	0.1	-3	7	1	6	-2	0
CC(=O)c1ccc(OC(=O)COc2ccccc2Cl)cc1	4	-3	9	0.2	2	-17	-4	-3	-5	0
N/C(=N\c1nc(CSc2nc3ccccc3s2)cc(=O)[nH]1)Nc1ccc(F)cc1	0	0	-3	-0.3	1	-1	-2	-1	4	1
Cc1ccc([C@H]2C[C@@H](O)[C@H](n3cc(C4CC4)nn3)CN2CC2CCCCC2)cc1	-4	1	4	0.9	-2	-9	-1	1	-2	2
Cc1cc(C(=O)N/N=C2\CC(=O)c3ccccc32)c(C)n1-c1ccc(F)cc1	2	-7	-12	0.5	2	17	11	8	4	-8
CC(C)CC1(C2CCCC2)NC(=O)NC1=O (configuration not stated)	-1	-5	4	-0.3	6	-8	1	5	-4	-2
Cc1cccc(-c2c3c(=O)n(C)c(=O)n(C)c3cn2C(C)C)c1	-2	-3	0	0.0	4	5	0	8	-1	0
FC(F)(F)c1ccc2nc(CNc3nc(N4CCOCC4)nc4c3ncn4-c3ccsc3)[nH]c2c1	0	2	-1	/	1	-3	5	/	6	-1

Next section
SMILES	PRMT1 FP inh	MBD2 inh	Tn6 DDE FP	KLK7 zymogen act	DDE Tn7 FP inh	TDP2 inh	SIAE inh	TCR-CD3 inh	LEDGF integ inh	UHRF1 MBD2 ctr
Cc1ccc(-n2c(C)n[nH]c2=S)cc1C	-1	0	6	0.0	2	1	7	8	-3	1
C=CCOc1c2ccc(C(=O)NC3CCCc4ccccc43)cc2nn1C (configuration not stated)	-1	-1	0	8.0	-6	10	0	-2	-1	2
CCc1cccc(C)c1NC(=S)N(CCCN1CCOCC1)Cc1cccnc1	-3	-2	-5	0.5	-9	5	0	10	1	-3
Cc1noc(C)c1COc1ccc(C(=O)NCCc2ccc(F)cc2)cc1	-4	-5	-1	0.3	-2	-3	2	3	1	3
O=C(CCNC(=O)Cn1ccc2ccccc2c1=O)NCCC1=CCCCC1	-3	1	-7	0.0	-2	-4	1	4	6	-2
Cc1ccc(OCc2ccccc2Br)c([N+](=O)[O-])n1	7	-1	-7	0.5	2	-16	4	-5	-7	6
COc1ccc(CC(=O)N2CCN(S(=O)(=O)c3cccs3)CC2)cc1OC	-4	1	-2	0.2	2	7	-3	-4	1	-2
COc1ccc(OC)c(N(CC(=O)NCCSCc2ccco2)S(=O)(=O)c2ccc(OC)c(OC)c2)c1	-2	1	-7	0.1	-6	15	-5	-13	4	3
O=C(CCSc1ccccc1)NNC(=O)c1ccccc1F	0	5	7	-0.6	3	12	12	-3	2	-3
COC(=O)/C=C1\OCc2cc(OCc3ccccc3)ccc21	-4	0	4	0.6	7	5	5	-7	1	-1
CCOC(=O)N1CCc2c(sc(NC(=O)CCS(=O)(=O)c3ccccc3)c2C(N)=O)C1	1	1	2	0.3	-1	4	4	5	0	1
CCc1ccc(/C=C2\SC(N3CCOCC3)=NC2=O)cc1	-2	-2	-1	-0.5	3	-1	-3	-5	3	-2
CCCCN(C)CCCNC(=O)c1cn(C)c2ccc(S(=O)(=O)N(C)C3CCCCC3)cc2c1=O	-1	0	-2	0.4	2	-22	-6	-5	4	1

As a working copy, 4 of the compounds above:
SMILES	PRMT1 FP inh	MBD2 inh	Tn6 DDE FP	KLK7 zymogen act	DDE Tn7 FP inh	TDP2 inh	SIAE inh	TCR-CD3 inh	LEDGF integ inh	UHRF1 MBD2 ctr
Cc1ccc(-n2c(C)n[nH]c2=S)cc1C	-1	0	6	0.0	2	1	7	8	-3	1
C=CCOc1c2ccc(C(=O)NC3CCCc4ccccc43)cc2nn1C (configuration not stated)	-1	-1	0	8.0	-6	10	0	-2	-1	2
CCc1cccc(C)c1NC(=S)N(CCCN1CCOCC1)Cc1cccnc1	-3	-2	-5	0.5	-9	5	0	10	1	-3
Cc1noc(C)c1COc1ccc(C(=O)NCCc2ccc(F)cc2)cc1	-4	-5	-1	0.3	-2	-3	2	3	1	3

An excerpt of these results, with the structure last.
PRMT1 FP inh	MBD2 inh	Tn6 DDE FP	KLK7 zymogen act	DDE Tn7 FP inh	TDP2 inh	SIAE inh	TCR-CD3 inh	LEDGF integ inh	UHRF1 MBD2 ctr	structure
-2	-2	-1	-0.5	3	-1	-3	-5	3	-2	CCc1ccc(/C=C2\SC(N3CCOCC3)=NC2=O)cc1
-4	1	-2	0.2	2	7	-3	-4	1	-2	COc1ccc(CC(=O)N2CCN(S(=O)(=O)c3cccs3)CC2)cc1OC

Compound activity: PubChem BioAssay, The Scripps Research Institute Molecular Screening Center
